# PMI inhibition: MPI inhibition at elevated mannose 6-phosphate – biochemical, fluorescence intensity, high mannose 6-phosphate, primary screen (AID 1220); recombinant PMI enzyme, coupled fluorescence intensity; higher % means a stronger effect; inhibition, % at 20 µM; hits with a dose series show IC50 in µM; 0.66% of 190,000 active
# Yfh1-off respiration: mitochondrial function rescue without frataxin homolog – Friedreich's ataxia, plus single-dose screen, dose response (AID 1465). S. cerevisiae Yfh1-off respiration, WST-1 reduction, 72 h; higher fold induction means a stronger effect. 0.074% of 220,000 active. fold induction at 50 µM; hits with a dose series show EC50 in µM;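 active = fold induction of absorbance versus untreated yeast above a set limit, then at least 30% activation at any dose in follow-up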;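 note: activators that raise dye reduction in frataxin-depleted yeast; strong numbers were not always called active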
# Dynein cargo inh: dynein cargo transport inhibition; 3617.4 mouse cells, GR-EGFP nuclear translocation imaging; test concentration mostly 20 µM; stimulated with dexamethasone, 1 µM; active compounds read low; z-score, hits read low; 0.47% of 220,000 active;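 active = plate z-score of nuclear minus cytoplasmic receptor signal below a set negative limit, without overly bright fluorescence or cell loss, cut at about -3.5 in these data, passing the limit was not always enough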;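 note: z-score of nuclear minus cytoplasmic ring GR-EGFP intensity difference per well; some compounds called inactive have numbers as strong as hits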
#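 Buffer or medium: tet-free medium with charcoal-stripped serum / Also added: dexamethasone agonist, 1.0 µM final, for 30 min / Timing: induction 48 h, compound 1 h, agonist 30 min / Measured by: high-content fluorescence imaging after fixation / Read-out: nuclear-to-cytoplasmic GR-EGFP distribution per well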
# Autophagy HCS: modulators of autophagy. 0.98% of 190,000 active. AID 463193. calls only at 10 µM (by protocol). MEF GFP-LC3 puncta imaging; test concentration mostly 10 µM;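 active = percentage of spot-positive cells more than 3 SD above its plate mean, without a fluorescence outlier flag or 80% toxicity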;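 note: spot-positive cell cutoff set from DMSO-treated cells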
# WT yeast gro inh: growth inhibition of WT yeast, mitochondrial fusion screen; 2.1% of 190,000 active; inhibition, % at 10 µM; mitochondrial fusion phenotypic screen, WT strain; AID 1362; in the data active = inhibition above about 58%; tested in S. cerevisiae
# human PMI inhibition: MPI enzyme activity inhibition – biochemical, fluorescence intensity, coupled assay, primary screen (AID 1209); purified PMI enzyme, coupled fluorescence intensity; higher % means a stronger effect; one-dose inhibition, % at 20 µM; IC50 in µM for titrated hits; 0.42% of 190,000 active;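 note: plate controls were DMSO vehicle for no effect and wells lacking substrate for full effect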
# MT stabilize HCS: stabilizes microtubules in HeLa cells. % tubulin-high responders, % at 10 µM. HeLa tubulin immunostaining HCS, 24 h; share of cells brighter than vehicle mean+2SD. 0.83% of 200,000 active. AID 2205;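 active = plate Z-score above 3 for both tubulin-high and condensed-nucleus cell shares, with cell loss under 80%, at 10 µM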;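 note: anti alpha tubulin signal scored within the nucleus-defined area of each cell; some results filed as inactive read as strong as hits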
# Ins promoter up: MIN6 insulin promoter up-regulation | MIN6 insulin promoter-GFP reporter, high-content imaging; active compounds read high | z-score at 5 µM | 0.3% of 190,000 active;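 active = z-score above 3 at 5 µM with at least 500 cells counted in the well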
# bCat nuc transl: beta-catenin nuclear translocation modulation; HeLa beta-catenin nuclear translocation, immunofluorescence imaging; nuclear translocation activity, % at 5 µM; 0.3% of 190,000 active; AID 1665;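 active = nuclear translocation activity above 50% at 5 µM, with a well cell count of 50 or more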;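 note: per-cell ratio of nuclear to cytoplasmic median beta-catenin stain intensity; plate controls were DMSO negative control for no effect and GSK-3 inhibitor IX positive control for full effect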
#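 Test system: human HeLa cells, endogenous beta-catenin. Times: 24 h compound exposure, 37°C. Measured by: beta-catenin immunofluorescence imaging with DAPI.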
# WT yeast gro inh mutant strain: recorded beside WT yeast gro inh, whose call it bears; inhibition, %; mitochondrial fusion phenotypic screen, mutant strain inhibition
# Dynein cargo inh cytoplasmic EGFP: second read-out of Dynein cargo inh, no call of its own (marks repeat the call); z-score; measured here: cytoplasmic GR-EGFP intensity; active compounds read high
# Dynein cargo inh nuclear GR-EGFP: also measured in Dynein cargo inh; calls as there; z-score; measured here: nuclear GR-EGFP intensity;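 lower value marks the stronger effect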
# Dynein cargo inh cell count: further read-out of Dynein cargo inh, marked with its call; z-score; measured here: cell count per field
# Ins promoter up cell count: also measured in Ins promoter up; calls as there; cell count; measured here: cytotoxicity, nuclei count;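 total cells summed across four imaged fields per well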
# bCat nuc transl cell count 5 µM: recorded beside bCat nuc transl, whose call it bears; cell count; measured here: cell count, cytotoxicity flag
# MT stabilize HCS Hoechst-high %: also measured in MT stabilize HCS; calls as there; % Hoechst-high responders; measured here: nuclear condensation Hoechst responders;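 share of cells brighter than vehicle mean plus two SD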
# MT stabilize HCS cytotoxicity %: recorded beside MT stabilize HCS, whose call it bears; toxicity, %; measured here: cytotoxicity by cell density;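 0% = mean cell density of plate MIN control wells and 100% = no cells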
# Autophagy HCS cell loss 18 h: further read-out of Autophagy HCS, marked with its call; toxicity, %; measured here: cell loss, nuclei count;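 cell loss after 18 h compound exposure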
# * = called active by the depositor; i = inactive; . = no result given. Cut-off read from the data, not from the text of the source, unless noted: active = inhibition above about 50%; inactive = the rest. This is a random part of the collection; about 5% have a hit in one of these screens.
SMILES,PMI inhibition,Yfh1-off respiration,Dynein cargo inh,Dynein cargo inh cytoplasmic EGFP,Dynein cargo inh nuclear GR-EGFP,Dynein cargo inh cell count,Autophagy HCS,Autophagy HCS cell loss 18 h,WT yeast gro inh,WT yeast gro inh mutant strain,human PMI inhibition,MT stabilize HCS,MT stabilize HCS Hoechst-high %,MT stabilize HCS cytotoxicity %,Ins promoter up,Ins promoter up cell count,bCat nuc transl,bCat nuc transl cell count 5 µM
CN(C)CCN(Cc1cc2cc3c(cc2[nH]c1=O)OCCO3)C(=S)NCC1CCCO1 (stereo unspecified),28%,i,0.011,-0.11,0.28,-0.66,i,-4,5,-1,16%,2.5,1.0,4.2,-1.2,1384,0.5,1475
CCn1cnc2cc(NC(=O)c3ccco3)ccc21,23%,i,-0.058,-0.2,-0.65,1.8,i,4,14,0,13%,3.6,1.4,0.3,.,.,0.0,1078
COC(=O)c1ccc2c(=O)[nH]c(CN3c4ccccc4CC3C)nc2c1 (stereo unspecified),-33%,i,-0.0046,-0.19,-0.2,0.073,i,2,-2,7,-13%,1.7,3.2,9.1,-0.49,921,-4.8,965
CCCCC(=O)Nc1cc(NC(=O)CC)ccc1Cl,2%,i,1.6,0.012,0.93,-0.72,i,-13,-2,-6,2%,2.1,0.9,5.9,-0.42,920,.,.
Cc1ccccc1-n1c(SCC(=O)Nc2ccccc2)nc2nc3c(cc2c1=O)CCCC3,1%,i,2.1,-0.24,1.5,-2,i,4,5,10,6%,1.5,1.5,3.7,-0.55,1481,7.9,1054
O=C1N(Cc2cccc(Cl)c2)C[C@@H]2C[C@@H](c3ccco3)N3CCC[C@@]123,2%,i,-1,-0.038,-0.6,1.3,i,13,-4,3,5%,1.4,1.6,11,-0.24,1472,-3.3,1142
C=CCSc1nc(C)cc(C(=O)OCC)c1C#N,.,i,-0.078,-0.22,-0.0025,0.24,.,.,.,.,.,.,.,.,-0.33,1467,-0.5,1181
CS(=O)(=O)NCCNc1ccc(Cl)cc1[N+](=O)[O-],5%,i,0.096,-0.16,-0.26,0.7,i,-15,-13,7,4%,3.6,3.0,5.5,0.05,1102,-2.0,1022
CCOC(=O)c1cnc2c(-c3ccccc3)cnn2c1N,-1%,i,1.9,0.031,0.94,-1.6,i,1,4,-14,-12%,3.6,3.5,13,-0.57,1462,-1.8,1379
CN(C)C(=O)CSc1nnc(-c2cccnc2)n1-c1ccccc1,2%,i,0.054,-0.16,0.22,-0.41,i,23,5,2,-2%,4.7,2.7,4.7,0.07,1001,.,.
O=C(CCN1C(=O)C2C3C=CC(C3)C2C1=O)N1CCN(c2cccc(Cl)c2)CC1 (stereo unspecified),10%,i,-0.99,-0.21,-0.4,0.95,i,4,-10,9,11%,2.1,1.2,6.8,0.14,893,1.0,1438
CC(C)(C)OC(=O)NCCNC(=O)c1cccs1,.,i,0.53,-0.2,0.047,-0.21,.,.,.,.,.,.,.,.,-0.14,1122,0.5,1331
O=C(CCN1C(=O)C2C3CCC(C3)C2C1=O)Nc1ccc(Br)cc1 (stereo unspecified),1%,i,-0.34,-0.18,-0.49,0.81,i,2,3,13,4%,1.5,2.9,6.8,0.23,1383,.,.
CCN(Cc1ccccc1)S(=O)(=O)c1ccc(C(=O)Nc2nnc(-c3ccccc3OC)o2)cc1,-22%,.,-0.74,-0.2,-0.13,0.79,i,17,-18,11,-13%,2.0,1.0,3.3,0.62,968,.,.
Cc1ccc(C(=O)Nc2ncc3c(n2)CC(c2ccco2)CC3=O)cc1 (stereo unspecified),18%,i,-0.33,-0.19,0.033,0.13,i,3,9,6,-15%,4.4,2.7,9.6,-0.27,1339,-2.5,718
CCOc1c(Cl)cc(CNC(C)(C)CC(C)(C)C)cc1OC,-3%,i,-0.24,-0.097,0.079,-2,i,-1,9,-4,5%,2.1,1.6,5.6,-0.46,824,-2.8,1219
COc1ccc(Cn2cc3c(-c4ccc(F)cc4)nnc-3c3cc(OC)c(OC)cc32)cc1,-3%,i,-0.82,3.3,0.24,0.91,i,13,-3,0,-3%,5.5,4.2,3.9,-0.07,1555,-1.0,1042
CCOc1cc(C(=O)CCC(=O)OCC(=O)Nc2ccc(C)c(S(=O)(=O)N(C)C)c2)ccc1O,12%,i,1.2,-0.21,1.1,-0.52,i,7,0,-2,7%,2.2,3.2,5.7,0.85,1046,-2.4,982
COC(=O)C1=C(C)N(Cc2ccc(OC)cc2)C(=O)C1,-5%,i,.,.,.,.,i,-6,-6,-11,-4%,1.0,1.2,10,0.31,1712,-3.9,1134
COc1ccc(CC2S/C(=N/N=C/c3ccc(O)cc3)NC2=O)cc1 (stereo unspecified),9%,i,-0.19,-0.063,-0.095,-0.44,i,1,-7,-17,6%,6.7,2.0,7.9,0.38,1688,-3.0,1140
Cn1cc(C(=O)N/N=C/c2cccs2)c2ccccc21,3%,i,-0.076,-0.27,-0.012,0.23,i,-7,-4,-1,-1%,7.7,0.8,9.2,-0.4,1421,2.1,1091
Cc1ccccc1OCCCSc1nc2ccccc2[nH]1,2%,i,-1.2,-0.24,-0.43,-0.082,i,21,62*,34*,15%,3.9,2.5,4.8,-0.53,1528,-0.4,1120
COc1ccc(C(=O)Nc2ccccc2C(=O)NCCCn2ccnc2)cc1,-11%,i,-0.13,-0.19,-0.24,0.53,i,-5,12,-4,-5%,1.9,1.9,2.3,-0.61,979,-1.8,1140
O=C(CC(C(=O)O)c1ccccc1)c1cccs1 (stereo unspecified),.,i,0.58,-0.24,0.14,-0.97,.,.,.,.,.,.,.,.,0.1,1340,-0.1,1308
Cc1nnsc1C(=O)N(Cc1ccccc1)C(C)C,.,i,2.8,0.027,2.9,-2.9,.,.,.,.,.,.,.,.,-0.15,986,-0.6,1312

# Later entries
SMILES,PMI inhibition,Yfh1-off respiration,Dynein cargo inh,Dynein cargo inh cytoplasmic EGFP,Dynein cargo inh nuclear GR-EGFP,Dynein cargo inh cell count,Autophagy HCS,Autophagy HCS cell loss 18 h,WT yeast gro inh,WT yeast gro inh mutant strain,human PMI inhibition,MT stabilize HCS,MT stabilize HCS Hoechst-high %,MT stabilize HCS cytotoxicity %,Ins promoter up,Ins promoter up cell count,bCat nuc transl,bCat nuc transl cell count 5 µM
O=C(Cc1ccccc1)Nc1nc(-c2cccc([N+](=O)[O-])c2)cs1,-10%,i,1.8,0.014,1.4,-1.1,i,2,-1,-9,-1%,5.2,2.5,5.8,-0.61,1527,-1.6,1206
CCCC(=O)NC(C)c1nc2ccccc2n1C(C)C (stereo unspecified),6%,i,0.3,-0.09,0.38,0.56,i,-4,1,4,13%,1.7,2.0,7.8,-1.1,1604,3.6,892
CCOc1ccc(-c2c(C(=O)N/N=C/c3ccc(OC)cc3)nnn2-c2nonc2N)cc1,11%,i,-0.76,-0.29,-0.52,0.42,i,2,-3,4,12%,2.4,2.3,2.5,0.14,1193,1.0,948
Cc1ccc(S(=O)(=O)NC2=NCN(CCOC(=O)c3ccc([N+](=O)[O-])cc3)CN2)cc1,-9%,i,-0.67,0.22,-0.02,0.31,i,1,10,21,-14%,0.9,1.2,7.1,-0.28,892,.,.
CCOC(=O)N1CCN(C(=O)Cn2ncn3nc(-c4cccs4)cc3c2=O)CC1,16%,i,0.18,1.2,0.74,1.6,i,-1,19,37,10%,2.9,1.8,2.8,-0.11,1201,-2.4,1054
CCn1c2ccccc2c2nnc(SCC(=O)NCCOC)nc21,-1%,i,1.1,-0.1,0.74,-1.3,i,-3,1,9,-3%,3.1,1.4,3.7,0.45,1239,-4.5,910
CCC(C)Cn1c(S(=O)(=O)O)nc2ccccc21 (stereo unspecified),-24%,i,0.55,-0.27,0.16,0.33,i,-5,-18,7,-16%,4.3,2.7,2.4,.,.,-1.3,514
Cc1ccc(CN2CCc3c(OCC(=O)Nc4cc(C)ccc4C)cccc3C2=O)cc1,-2%,i,-0.3,-0.23,-0.38,0.79,i,0,0,-15,10%,2.0,3.5,12,0.41,1363,-1.1,919
CCn1nc(C)c(NC(=O)c2ccc(Br)o2)c1C,-14%,i,-0.76,0.76,-0.64,0.95,i,-4,-7,-15,-15%,6.0,2.4,1.0,-0.03,1244,.,.
C/C(=N/NC(=O)c1ccoc1C)c1cccc(NC(=O)C2CC2)c1,12%,i,0.81,-0.26,0.51,0.035,i,-6,9,13,1%,2.2,2.8,6.6,0.12,1364,-2.5,1117
Cc1ccc(NS(=O)(=O)c2cc(N)ccc2Cl)c(C)c1,.,i,-0.63,-0.16,0.11,-0.086,.,.,.,.,.,.,.,.,1.3,956,0.2,1272
CN(CC(=O)NCCc1ccc(F)cc1)Cc1cccs1,2%,i,0.15,-0.21,0.11,0.057,i,-2,-16,-8,-5%,2.5,1.4,4.2,-0.57,1395,-1.3,1142
Cc1cc(NC(=O)CSc2ncnc3ccccc23)no1,8%,i,1.1,-0.2,0.82,-0.45,i,-3,-7,2,16%,2.3,2.7,3.5,0.83,845,.,.
O=C(NCCCn1ccnc1)c1cc(-c2ccccc2)on1,1%,i,0.72,0.054,0.43,-1,i,-26,6,0,-3%,7.0,2.2,5.2,-0.52,1254,1.2,1394
CCN(Cc1ccccc1)C(=O)CSc1nncn1C,-21%,i,-2,-0.31,-0.28,1.8,i,0,-1,3,-28%,8.5,1.7,7.6,0.01,1296,-0.6,1162

# Look-ups from the list:
# Reading of CCCCC(=O)Nc1cc(NC(=O)CC)ccc1Cl in Dynein cargo inh cytoplasmic EGFP: 0.012
# Reading of CS(=O)(=O)NCCNc1ccc(Cl)cc1[N+](=O)[O-] in Dynein cargo inh nuclear GR-EGFP: -0.26
# Reading of CCOC(=O)c1cnc2c(-c3ccccc3)cnn2c1N in MT stabilize HCS Hoechst-high %: 3.5

# Source: PubChem BioAssay
